Bioassay records (PubChem)
IDE cell activ – activators of human insulin-degrading enzyme in cells. P14735. HEK cells, FAbeta-B cleavage, fluorescence polarization; 0% vehicle, 100% cell-free pure enzyme wells. activation, % at 5.96 µM. 0.073% of 340,000 active;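 active means activation above the mean of all tested compounds plus 3 SD, set per screening campaign, cut at about 17% in these data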
* marks the source's active call; other numbers are inactive results. Some of the compounds tested. The share of hits here may be higher or lower than overall.

IDE cell activ	Structure
0.3	CCN(CC)C(=O)[C@H]1CC(CC(=O)NCc2ccco2)C(=O)N2CCc3c([nH]c4ccc(OC)cc34)[C@]12C (stereo not given in full)
0.7	COC1OC2COC(c3ccccc3)OC2C2OC12 (stereo not given)
-0.5	CCCCCCN1C(=O)CC(NC(=O)OCC2c3ccccc3-c3ccccc32)C/C=C\C1C(C)C (stereo not given)
-1.4	CC(=O)[C@H]1CC[C@H]2[C@@H]3CC=C4C[C@@H](OS(=O)(=O)O)CC[C@]4(C)[C@H]3CC[C@]12C
-0.5	O=C(c1ccccc1)c1ccc(N2CCOCC2)cc1
2.3	CCOC(=O)Nc1ccc2c(c1)Cc1cc([N+](=O)[O-])ccc1-2
-9.4	CC(=O)Nc1ccc(CCCCc2ccc(NC(C)=O)cc2)cc1
3.6	COc1cc(C(=O)OCC(=O)N2CCN(S(=O)(=O)c3ccc(C)cc3C)CC2)c([N+](=O)[O-])cc1OC
2.2	N#CC1C(=O)NC(=O)CC12CCCCC2 (stereo not given)
3.8	CN(C(=O)c1cccc(NC(=O)Cc2ccc(NC(=O)C3CCN(C(=O)C4CCC4)CC3)cc2)c1)C1CCCCC1
4.1	CCOC(=O)c1ccccc1OC(=O)Oc1ccccc1C(=O)OCC
-1.8	Cc1ccc(S(=O)C(c2ccccc2)c2ccccc2)cc1 (stereo not given)
0.4	CSCCC1NC(=O)C(C(C)=NNC(N)=O)=C1O (stereo not given)
1.3	O=c1[nH]c(-c2ccccc2)nc(CN2CCCCC2)c1O
5.2	O=C(NCCOc1ccccc1)[C@@H]1CCCN1C(=O)c1cccs1
5.1	CCOC(=O)C1=CN(C(C)C)CCC1=O
0.1	COc1ccc(C(=O)c2ccc(OC)c(OC)c2OC)cc1
-17.1	Cc1ccccc1Oc1ccc2c(c1)[C@@H]1C[C@H](N(C)C(=O)NC3CCCCC3)[C@H]([C@H](C)O)C(=O)N1CC2
0.2	CCOc1ccc(NC(=O)c2ccccc2NC(=O)CN2CCCCCC2)cc1
-2.5	O=C(OCC(=O)N(CCc1ccccc1)Cc1ccccc1)c1cccc(S(=O)(=O)N2CCOCC2)c1
3.0	CCOC(=O)C1=CN(Cc2cccc(F)c2)S(=O)(=O)N(CC)C1c1ccccc1 (stereo not given)
6.6	CC(OC(=O)Nc1ccccc1)C(=O)OC1CCCCC1 (stereo not given)
0.2	COC(=O)[C@H](Cc1ccccc1)N1C/C=C\COc2c(Cl)cc(Cl)cc2S1(=O)=O
5.7	COc1ccc(S(=O)(=O)Nc2ccc(C)c(S(=O)(=O)N3CCOCC3)c2)cc1[N+](=O)[O-]
1.0	c1ccc(-c2c[nH]c(-c3ccccc3)c2)cc1
5.6	O=[N+]([O-])c1nc2ccccc2[nH]1
2.0	N#Cc1c(-c2ccc(Cl)cc2)n(O)c2ccccc12
-6.6	COC(=O)C=C1CCC2C3CCC4=CC(=O)CCC4(C)C3C(=O)CC12C (stereo not given)
3.3	Nc1nc(-c2ccc([N+](=O)[O-])cc2)cc(=O)[nH]1
6.2	CCN(CC)C(=O)[C@H]1C[C@H](CC(=O)NC/C=C(\C)CCC=C(C)C)C(=O)N2CCc3c([nH]c4cc(-c5ccco5)ccc34)[C@]12C
0.9	O=c1[nH]nnc2c1cnn2-c1ccccc1
0.9	COc1ccc(Oc2c(OC)cc([N+](=O)[O-])c3ncccc23)cc1
5.7	COc1cccc2c1C1(O)C2CCCCCCCCCC12OCCCO2 (stereo not given)
4.1	CC(C)=CCc1c2c(c3occ(-c4ccc(O)c(O)c4)c(=O)c3c1O)C=CC(C)(C)O2
-2.7	COc1ccc(C=CC(C)=NNC(=O)c2ccncc2)cc1
-4.1	Cc1ccc(C)c(S(=O)(=O)NCC(=O)OCC(=O)Nc2sccc2C(N)=O)c1
-1.4	O=c1cc(-c2nn[nH]n2)[nH]c(=O)[nH]1
1.6	COC(=O)C1=C(C(=O)OC)[C@]2([C@@H]3CCCCN[C@@H](Cc4ccccc4)C(=O)N3Cc3ccccc3)C=C[C@H]1O2
-0.8	CC1CCc2ccccc2N1CC(=O)Nc1cccc(S(=O)(=O)N2CCCC2)c1 (stereo not given)
3.2	Cc1ccc(C2CC(=O)Oc3cc(C)c(Br)c(C)c32)cc1 (stereo not given)
1.8	CC1CC(=Cc2ccc(N)cc2)C(=O)O1 (stereo not given)
0.3	O=C(COC(=O)c1ccc(Cl)nc1)Nc1ccc(Cl)cc1
-0.8	Cc1ccc(CN(C)C(=O)c2ccc(S(=O)(=O)N3CCCCCC3)cc2)o1
-7.8	Cc1cc(C([O-])=C(C(=S)Nc2ccc(F)cc2)[n+]2ccccc2)c(C)n1-c1ccc(F)cc1
5.1	O=S1(=O)c2c(F)cccc2OC(COCc2ccccc2)CN1C1CCCC1 (stereo not given)
5.1	Cc1ccc(NC(=O)c2ncn(CCCN(CCCn3cnc(C(=O)Nc4ccc(C)c(C)c4)n3)Cc3ccc4[nH]ccc4c3)n2)cc1C
1.6	O=C1/C(=C/c2ccccn2)SC(=S)N1Nc1ncc(C(F)(F)F)cc1Cl
3.0	O=c1cc(C=NNc2ccc([N+](=O)[O-])cc2)[nH]c(=O)[nH]1
3.0	COc1ccc(C2OCC(C)([N+](=O)[O-])CO2)cc1 (stereo not given)
0.6	CC(C)(C)NC(=O)C[C@H]1C[C@H](C(=O)N2CCCCC2)[C@@]2(CCc3ccccc3)c3[nH]c4cc(-c5ccco5)ccc4c3CCN2C1=O
2.8	Cc1ccccc1NC(=O)CSc1nc2[nH]c(=O)cc(O)c2s1
4.3	O=C(COC(=O)c1ccccc1Cl)NC1CCCCCCC1
-0.7	CCN1C[C@@H]2[C@@H]3C(=O)N(C)C(=O)[C@@H]3[C@](CC)(C1=O)N2C(=O)c1ccc(Cl)cc1
-0.6	COC(=O)C1(C(=O)OC)C(C(=O)c2ccccc2)C1c1ccccc1 (stereo not given)
-1.6	C(=NN1CCCCCC1)c1ccccc1
-8.7	CN(C)CC(O)c1ccc(C=Cc2ccc(Cl)cc2)cc1 (stereo not given)

Other structures follow:
IDE cell activ	Structure
1.2	COc1cc2c(cc1OC)C(Cc1cc(OC)c(OC)cc1[N+](=O)[O-])=NCC2
2.4	O=C(COC(=O)c1ccc2ccccc2c1O)Nc1ccccc1
3.6	O=C(NN=Cc1ccc(Cl)cc1Cl)C1CC1
3.3	O=C(CN1C(=O)NC2(CCCCC2)C1=O)Nc1cc(C(F)(F)F)ccc1N1CCCC1
-0.8	COc1ccc(N=Nc2c(N)nn(C)c2N)cc1
-0.4	C=CC1=CCN(S(=O)C(C)(C)C)[C@@H]1CCO (stereo not given in full)
3.7	O=c1[nH]cncc1OCc1ccccc1
4.6	O=C1OCCN1C(=O)[C@H]1[C@H](c2ccccc2)C(c2ccccc2)=NN1c1ccc(Br)cc1
-4.5	CN(CC(=O)Nc1cc(S(=O)(=O)N2CCCC2)ccc1Cl)Cc1nc2ccccc2c(=O)[nH]1
1.7	c1ccc(CCNc2ccccn2)nc1
3.9	COc1ccc(C(=O)C(=NNc2ccccc2)c2ccc(OC)cc2)cc1
1.4	Brc1ccc(-c2nnc3sc(CN4CCc5ccccc5C4)cn23)cc1
4.8	Nc1nc(-c2ccccc2)c(CCCOc2ccc(NC(=O)CBr)cc2)c(=O)[nH]1
-2.4	CSc1ncnc2[nH]ccc12
4.6	O=C(NNc1ccccc1)c1ccc(Cl)c(Cl)c1
4.0	CC(C)C(=O)Nc1cccc(COc2cccc(CN(Cc3ccccc3)C(=O)OC(C)(C)C)c2)c1
0.8	CN(C)C(=O)c1ccc(NC(=O)COc2cccc3c2OC(C)(C)C3)cc1
4.5	CC(C)(O)CN(CCCNC(=S)Nc1ccccc1)C(=S)Nc1ccccc1
-1.5	O=C(CC1C[C@H](C(=O)N2CCCCC2)[C@@]2(CCc3ccccc3)c3[nH]c4ccccc4c3CCN2C1=O)NCCc1ccccn1 (stereo not given in full)
0.5	COc1cc(NCCCn2cnc(C(=O)Nc3ccc(C)c(C)c3)n2)cc(OC)c1OC
3.1	COc1ccc2c(c1)CC=C1C2CCC2(C)C(=O)C(=NO)CC12 (stereo not given)
5.3	COc1ccc(CNC2C[C@H]3CCCC(=O)N4CC[C@@H](C2)[C@@H]34)cc1 (stereo not given in full)
6.5	C[C@]12c3[nH]c4cc(-c5ccco5)ccc4c3CCN1C(=O)[C@@H](CC(=O)NCC13CC4CC(CC(C4)C1)C3)C[C@@H]2C(=O)N1CCOCC1
6.2	Cn1c2ccccc2c2ccc3c(c21)C(=O)C=CC3=O
6.1	COc1ccc(C2=Cc3ccc(OC(C)=O)cc3OC2)cc1
6.0	COC(=O)C(=O)C1CCc2c(Cl)cc(OC)c(OC)c2C1=O (stereo not given)
7.4	COc1ccc(CC2C(=O)NC(C)C(=O)N(C)C3Cc4ccc(cc4)Oc4cc(ccc4O)CC(C(=O)NC(C)C(=O)NC(C)C(=O)N2C)N(C)C3=O)cc1 (stereo not given)
3.1	COC(=O)C[C@H](NC(=O)Cn1cc(C)c(=O)[nH]c1=O)C(=O)OC
-3.5	COc1cccc2c3cccc(OC)c3c3[nH]cnc3c12
3.3	COc1ccc(-c2ccc3c(c2)C2CC3CCN2C(=O)C2CCCCC2)cc1 (stereo not given)
-0.3	CN1OC[C@@H]2CN(C(=O)CCc3ccccc3)[C@H](c3cccc(Oc4ccccc4)c3)C[C@@H]21
2.2	COCCCNC(=O)Cn1cnc2c(NCc3ccccc3)ncnc21
-0.3	O=C(NC1CC1)c1cccc(NC(=O)C2CCCCC2)c1
3.7	CCOC(=O)N1C(=O)NC(=O)C1c1ccc(Cl)cc1 (stereo not given)
1.6	Cc1ccc2c(c1C)-c1c(ccc(C)c1C)C(=O)C2=O
-0.9	COc1ccc2nc3n(c(=O)c2c1)-c1ccc(Cl)cc1C(=O)NC3Cc1ccc(O)cc1 (stereo not given)
8.4	O=C(NN=Cc1ccccc1O)NN=Cc1ccccc1O
-1.1	CC[C@]12c3[nH]c4cc(-c5ccco5)ccc4c3CCN1C(=O)[C@@H](CC(=O)NCCC1=CCCCC1)C[C@@H]2C(=O)N1CCN(C(=O)c2ccco2)CC1
-0.1	COC1=CC(=O)C(OC)=C(OC)C1=O
-3.7	Nc1nc(N)c(-c2cccc(C(F)(F)F)c2)c(Cc2cccc(C(F)(F)F)c2)n1
3.8	CCN(C(=O)CSc1nnc(NCCOC)s1)c1c(N)n(Cc2ccccc2)c(=O)[nH]c1=O
5.2	CNC1CCc2cc(OC)c(OC)c(OC)c2-c2ccc(SC)c(=O)cc21 (stereo not given)
4.4	O=C(C(=O)c1ccc(O)c(O)c1)c1ccc(O)c(O)c1
5.0	Oc1ccc(Cl)c2cccnc12
-0.4	Cc1nc(SCC(=O)NC2(C#N)CCCC2)n(CC(C)C)c1C
2.9	COc1cc(NC(=NS(=O)(=O)c2ccccc2)c2ccccc2)ncn1
2.5	Cc1noc(C)c1C(=O)OCC(=O)NCc1ccccc1
-0.5	CCOC(=O)C(=COC(=O)c1ccccc1)NC(=O)Cc1ccccc1
-1.5	CC(C)N(Cc1ccccc1)C(=O)COC(=O)C1CCN(c2ccc(C(F)(F)F)cn2)CC1
5.1	Cc1ccc(S(=O)(=O)N2CCN(C(=O)COC(=O)CNC(=O)c3ccccc3F)CC2)c(C)c1
5.2	Nc1ccc(OCc2ccccc2)cc1[N+](=O)[O-]
2.1	COc1cccc(CN(C)S(=O)(=O)c2ccc3c(c2)OCCO3)c1
1.2	COc1cc2c(c(OC)c1OC)-c1ccc(OC)c(=O)cc1C(NC(=O)c1ccccc1)CC2 (stereo not given)
1.6	CN(C)CCC(C(=O)c1ccccc1)c1cccnc1 (stereo not given)
3.8	Nc1ccc(S(=O)(=O)NN=Cc2ccccc2[N+](=O)[O-])cc1
-0.1	O=C(N/N=C/c1ccc(F)cc1)c1cc(-c2ccccn2)nc2ccccc12

The listing continues.
IDE cell activ	Structure
0.0	O=C(NCc1ccccc1)c1cccc(NC(=O)c2ccccc2)c1
1.9	COc1cc(OC)c(OC)cc1CNC(=O)c1cccc(S(=O)(=O)N2CCc3ccccc3C2)c1
-3.8	O=C(CCCC(=O)NN=Cc1ccccc1Cl)NN=Cc1ccccc1Cl
2.5	CN(C(=O)COc1ccccc1C(=O)NCc1ccccc1)C1CCS(=O)(=O)C1 (stereo not given)
-7.7	CCC(=O)N1CCc2cc(Br)c(S(=O)(=O)CCC(=O)NCCOC)cc21
8.1	CCN(CC)c1ccc(S(=O)(=O)N2CCOCC2)cc1NC(=O)CNCc1cccc(Cl)c1
3.5	COc1cc2cc(C)c(Br)c(OC)c2cc1OC
-12.1	CC1=C(SCc2ccccc2)C(=O)c2ccccc2C1=O
1.6	Cc1nc(N)sc1-c1ccccc1
4.2	CCCN=C1N(C)C[C@@H]2[C@@H]3C(=O)N(C)C(=O)[C@@H]3[C@](CC)(C(=O)OC)N12

Structural class: the entries above containing a Cl atom.
IDE cell activ	Structure
0.2	COC(=O)[C@H](Cc1ccccc1)N1C/C=C\COc2c(Cl)cc(Cl)cc2S1(=O)=O
2.0	N#Cc1c(-c2ccc(Cl)cc2)n(O)c2ccccc12
0.3	O=C(COC(=O)c1ccc(Cl)nc1)Nc1ccc(Cl)cc1
1.6	O=C1/C(=C/c2ccccn2)SC(=S)N1Nc1ncc(C(F)(F)F)cc1Cl
4.3	O=C(COC(=O)c1ccccc1Cl)NC1CCCCCCC1
-0.7	CCN1C[C@@H]2[C@@H]3C(=O)N(C)C(=O)[C@@H]3[C@](CC)(C1=O)N2C(=O)c1ccc(Cl)cc1
-8.7	CN(C)CC(O)c1ccc(C=Cc2ccc(Cl)cc2)cc1 (stereo not given)
3.6	O=C(NN=Cc1ccc(Cl)cc1Cl)C1CC1
-4.5	CN(CC(=O)Nc1cc(S(=O)(=O)N2CCCC2)ccc1Cl)Cc1nc2ccccc2c(=O)[nH]1
4.6	O=C(NNc1ccccc1)c1ccc(Cl)c(Cl)c1
6.0	COC(=O)C(=O)C1CCc2c(Cl)cc(OC)c(OC)c2C1=O (stereo not given)
3.7	CCOC(=O)N1C(=O)NC(=O)C1c1ccc(Cl)cc1 (stereo not given)
-0.9	COc1ccc2nc3n(c(=O)c2c1)-c1ccc(Cl)cc1C(=O)NC3Cc1ccc(O)cc1 (stereo not given)
5.0	Oc1ccc(Cl)c2cccnc12
-3.8	O=C(CCCC(=O)NN=Cc1ccccc1Cl)NN=Cc1ccccc1Cl
8.1	CCN(CC)c1ccc(S(=O)(=O)N2CCOCC2)cc1NC(=O)CNCc1cccc(Cl)c1
